# From PubChem BioAssay
# GAA glycogen: GAA glycogen-cleavage inhibition or activation. AID 2100. Potency, µM (series often up to 76.4 µM), for the others: at the top dose activity change, negative = inhibition, actives largely listed as inhibitors. hit rate 0.38% among 300,000. recombinant GAA, glycogen substrate, Amplex Red glucose oxidase fluorescence. P10253;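 note: 0% = full enzyme reaction and -100% = no-enzyme basal signal; the screen sought inhibitors and activators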
#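 Natural-substrate format: glycogen cleavage by 4 nM human enzyme, glucose read by Amplex Red coupling (Ex 573, Em 610 nm). Normalized to enzyme and no-enzyme controls.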
# GAA inhib: inhibitors of human lysosomal alpha-glucosidase; P10253; purified human GAA, 4-MU-alpha-glucoside fluorescence; Potency, µM (doses to about 76.9 µM), for inactives: at the highest dose activity change, negative = inhibition, actives largely listed as inhibitors; hit rate 0.005% among 200,000; AID 1466;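 note: plate controls were uninhibited enzyme wells for no effect and no-enzyme background for full effect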
#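 Compounds are titrated up to 77 uM against 4 nM human enzyme. Substrate 4-methylumbelliferyl-alpha-D-pyranoside (400 uM) reacts 20 min at room temperature in pH 5.0 buffer; liberated 4-methylumbelliferone is read at 440 nm.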
# aGlu spleen mod: inhibitors or activators of human alpha-glucosidase in spleen homogenate. P10253. human spleen homogenate, 4-MU-alpha-glucoside fluorescence. Potency, µM (top dose mostly 79.9 µM), for inactives: at the highest dose activity change, negative = inhibition, usual class: inhibitors. hit rate 0.006% among 240,000;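 note: 0% = enzyme with vehicle and -100% = no enzyme basal signal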
#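 Compounds were titrated against alpha-glucosidase in spleen homogenate at pH 5.0, with 1 mM 4-methylumbelliferyl substrate for 40 min at 37 C. Reactions were quenched with pH 10 NaOH/glycine and fluorescence measured.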
# Tau fluor cs: counter-screen for tau fibril formation inhibitors; hit rate 0.93% among 280,000; Potency, µM (top dose mostly 57.7 µM), for inactives: at the top dose activity change, negative = decrease; tau K18 P301L Alexa594 fluorescence, heparin fibrillization; note: % is set by controls: 0 for no effect and ±100 for the full control effect; nearly all actives have a fitted effect of over 55% in size
#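 Human K18 P301L tau (15 uM unlabeled plus 0.24 uM Alexa 594-labeled, final) in 100 mM sodium acetate pH 7 was mixed with compound and 20 uM heparin and incubated 6 hr at 37 C.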
# Tau ThT inhib: blocks human tau fibril formation measured by thioflavin T; recombinant tau K18 P301L (four-repeat tau fragment), heparin-induced fibrillization, ThT fluorescence; Potency, µM (highest dose often 57.4 µM), for inactives: at the highest dose activity, negative = inhibition, most hits filed as inhibitors; hit rate 2.1% among 270,000; note: % is set by controls: 0 for no effect and ±100 for the full control effect; nearly all actives have a fitted effect of over 55% in size
# Target sequence (P10636 561-689 P618L limits assumed): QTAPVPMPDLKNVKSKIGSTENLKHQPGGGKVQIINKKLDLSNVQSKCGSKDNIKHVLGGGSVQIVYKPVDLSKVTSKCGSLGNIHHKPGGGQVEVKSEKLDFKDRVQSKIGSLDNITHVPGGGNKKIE
#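 Tau K18 P301L fragment (15 uM unlabeled plus 0.24 uM Alexa 594-labeled) in 100 mM sodium acetate pH 7 with compound, fibrillization induced by 20 uM heparin for 6 hr at 37 C. Thioflavin T (30 uM) added, fluorescence read after 1 hr (ex 450, em 510 nm).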
# GLA spleen mod: alpha-galactosidase A (human) modulation; Potency, µM (series often up to 80 µM), inactives show at the highest dose activity change, negative = inhibition, usual class: inhibitors; human spleen homogenate, 4MU-alpha-Gal fluorescence, 40 min; hit rate 0.008% among 240,000;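 note: 0% = enzyme with vehicle and -100% = no enzyme basal signal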
# Target sequence (P06280 32-429 limits assumed): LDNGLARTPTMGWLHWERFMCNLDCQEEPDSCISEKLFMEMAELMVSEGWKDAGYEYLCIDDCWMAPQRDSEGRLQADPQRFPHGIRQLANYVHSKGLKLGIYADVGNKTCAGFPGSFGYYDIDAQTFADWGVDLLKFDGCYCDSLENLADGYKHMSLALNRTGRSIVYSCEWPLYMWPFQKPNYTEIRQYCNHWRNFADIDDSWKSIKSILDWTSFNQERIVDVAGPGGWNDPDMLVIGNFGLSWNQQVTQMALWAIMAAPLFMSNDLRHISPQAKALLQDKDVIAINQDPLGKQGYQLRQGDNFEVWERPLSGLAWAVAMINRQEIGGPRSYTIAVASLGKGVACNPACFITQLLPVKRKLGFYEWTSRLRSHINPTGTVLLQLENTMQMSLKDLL
#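 Fluorogenic readout (Ex 365/Em 440 nm) of 4-methylumbelliferone released from 1 mM 4-MU-alpha-galactoside by spleen homogenate, 40 min at 37C, pH 5.0. Data normalized to no-enzyme and enzyme controls; Hill-equation AC50 from compound titrations.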
# Tau fibril FP: tau fibrillization inhibition (FP); P10636; K18 P301L tau heparin fibrillization, Alexa594 FP, 6 h; Potency, µM (top dose mostly 57.7 µM), for the others: at the top dose activity, negative = inhibition, actives largely listed as inhibitors; hit rate 0.39% among 280,000; AID 1468; note: % is set by controls: 0 for no effect and ±100 for the full control effect; nearly all actives have a fitted effect of over 55% in size
#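 Recombinant K18 P301L […], labeled with Alexa 594 at 0.24 uM over 15 uM unlabeled; heparin inducer 20 uM final; 37 C, 6 hr; FP endpoint.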
# HTT ATP protect: cytoprotection in Huntington HTT-Q103 PC12 cell model; hit rate 0.14% among 230,000; AID 1471; PC12 HTT-Q103 induced, cytoprotection, ATP luminescence, 40 h; Potency, µM (doses to about 56.4 µM), for inactives: cytoprotection (ATP increase), actives largely listed as activators;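 note: % of control where 0% means no effect; nearly all actives have a fitted effect of over 45% in size; toxic huntingtin expression switched on by the ecdysone agonist tebufenozide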
#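 Compounds added alongside 100 nM tebufenozide, which induces toxic Q103 huntingtin exon 1-GFP in stable PC12 cells; surviving cells quantified by luminescent ATP measurement. Medium: phenol red-free DMEM, 5% equine and 5% calf serum.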
# Starred values were filed as active, the others as inactive; ? = inconclusive; . = not tested or not shown; & = joins results of further samples; [ ] = another dose, or the depositor's remark. Calls come from the whole dose curve; as a rule, active = well fitted curve in the direction sought with a large enough effect; inconclusive = small, poorly fitted or top-dose-only effect, or another doubt; inactive = no such curve, though single readings can be large; an effect the other way counts as inactive or inconclusive. Potency is the fitted concentration of half-maximal effect.
# Values run as follows: GAA glycogen	GAA inhib	aGlu spleen mod	Tau fluor cs	Tau ThT inhib	GLA spleen mod	Tau fibril FP	HTT ATP protect
Cc1ccc(NC(=O)CSc2ncc(S(=O)(=O)c3ccc(C(C)C)cc3)c(=O)[nH]2)cc1C
    -19%[76.3 µM]	.	.	-6%	-9%	.	8%	.
O=C(CSc1nnc(-c2cccs2)n1-c1cccc(Cl)c1)c1cccc2c1OCCO2
    4%	?	-3%	-16%	-21%	-7%	5%	9%
COc1ccc(OCC(=O)Nc2cccc(NC(=O)c3ccco3)c2)cc1
    11%	?	2%	-13%	?	-7%	-9%	-4%[10 µM]
CC(N)C12CC3CC(CC(O)(C3)C1)C2 (stereo not drawn)
    4%	0%	-5%	-7%	-6%	3%	0%	-4%
O=C(CSc1nnc(-c2ccc(O)cc2)n1Cc1ccco1)c1cccs1
    10%	-3%	-11%	-22%	?	0%	-13%	-12%
COC(=O)/C=C/c1ccc(-n2ccnc2)cc1
    3%	-2%	-4%	-7%	-12%	-1%	1%	-33%[inhibitor]
C#CCn1c(=NC(=O)CN2C(=O)CCC2=O)sc2cccc(C)c21
    -6%	-5%	-23%	-11%	-10%	-21%	-9%	-2%
CO[C@@H]1COC(=O)[C@H](C)NC(=O)[C@@H](C)COC(=O)[C@H](C)NC(=O)C/C=C\[C@H]1C
    .	.	6%[17.4 µM]	-3%[11.6 µM]	-5%[11.5 µM]	13%[17.5 µM]	-4%[11.6 µM]	-4%[10 µM]
Cc1ccc(/S(C)=N/S(=O)(=O)c2ccc(C)cc2)cc1 (stereo not drawn)
    0%	-1%	-7%	-1%	-1%	-8%	-10%	21%
CC(c1ccon1)N(C)C(=O)c1ccc(OC2CCN(C(=O)C3CC3)CC2)cc1 (stereo not drawn)
    -4%	-3%	-6%	-6%	-7%	0%	-5%	2%[10 µM]
Clc1ccc(SCCn2cncn2)cc1
    -4%	-4%	-13%	-2%	-1%	-10%	-13%	-16%
O=c1c(/C=C(\O)c2ccccc2)nc2ccccc2n1-c1ccccc1
    -3%	?	0%	-22%	-25%	-1%	3%	18%
O=C(CSC(=S)N1CCOCC1)Nc1ncc2c(n1)CCCC2=O
    2%	.	-17%	-4%	-4%	3%	8%	15%[10 µM]
CC1CCN(c2ccccc2NC(=O)c2ccc(F)cc2)CC1
    -9%	-4%	2%	-4%	-1%	-2%	-6%	-6%
Cc1ccc(-c2cc(-c3coc4ccccc4c3=O)c3c(n2)-c2ccccc2OC3)cc1
    9%[76.3 µM]	.	.	-14%	-1%	.	?	.
Nn1c(Cc2ccccc2)nc2sc3c(c2c1=O)CCC3
    0%	-17%	-6%	6%	2%	-11%	0%	-10%[10 µM]
Cc1sc2nc(CN3CCOCC3)nc(Oc3ccc(NC(=O)c4ccco4)cc3)c2c1C
    -10%&-5%	-2%	0%&-1%	-10%&-8%	?	1%&2%	1%&0%	-15%[10 µM]
O=C(Nc1ccc(O)c(-c2nc3ccccc3o2)c1)c1ccc(-c2cccc(Cl)c2)o1
    12%[76.3 µM]	.	.	-18%	?	.	?	.
NC(N)=N[C@@H](CCC(=O)O)C(=O)O
    .	.	-2%	-22%	?	-3%	-19%	.
COc1ccc(OC)c(C(=O)c2oc3ccccc3c2NC(C)=O)c1
    -9%	-18%	-3%	2%	3%	-6%	-2%	-22%
CCNC(=S)N1CCN(S(=O)(=O)c2cccc(C(F)(F)F)c2)CC1
    9%	2%	-3%	0%	5%	-2%	6%	-1%[10 µM]
COc1cccc(C(=O)N(c2ccccc2)C2C=CS(=O)(=O)C2)c1 (stereo not drawn)
    -4%	1%	-1%	-3%	-4%	-2%	8%	15%
CCNc1ccc(-c2nc(-c3ccccn3)no2)cc1[N+](=O)[O-]
    7%[76.3 µM]	.	.	-10%	-3%	.	?	.
O=C(O)CCC(=O)NCCc1cccc(Cl)c1
    5%	-14%	-1%	11%	6%	-3%	6%	-43%[inhibitor]
Cc1ccc(C(=O)Oc2coc(CSc3nnc(NC(=O)c4cccs4)s3)cc2=O)cc1C
    -1%	-6%	-10%	-25%	-24%	-9%	-13%	-14%[10 µM]
O=C(CN(c1cccc([N+](=O)[O-])c1)S(=O)(=O)c1ccccc1)NCc1ccccc1
    12%	2%	7%	-7%	2%	10%	-4%	-5%[10 µM]
CN1CCN(/N=C/c2ccc(-c3ccc([N+](=O)[O-])cc3Cl)o2)CC1
    4%	-5%	-5%	?	11µM*	-6%	11%	-45%
Nc1ccc(N2CCN(c3ncc(C(F)(F)F)cc3Cl)CC2)c(C(F)(F)F)c1
    -8%[76.3 µM]	.	.	10µM*[quencher]	20µM*	.	?	.
CC1=Nn2c(nnc2-c2ccc(F)cc2)SC1
    8%	-22%	7%	3%	1%	8%	5%	0%[10 µM]
CCN1C(=O)c2ccccc2S(=O)c2ccc(C(=O)NCc3ccc(C)cc3)cc21 (stereo not drawn)
    -5%[76.3 µM]	.	.	-14%	-7%	.	2%	.
O=[N+]([O-])c1ccc(N2CCNCC2)c(S(=O)(=O)N2CCOCC2)c1
    0%	-10%	-3%	5%	1%	-4%	7%	17%[10 µM]
COC(=O)c1c(Cl)c2n3ccccc3c(C)c(-c3ccccc3)c-2c1C(=O)OC
    -27%	-3%	-3%	?	7.9µM*	4%	?	21%[10 µM]
COc1cccc(/C=C/C(=O)OCC(=O)NCCC2=CCCCC2)c1
    7%	-2%	4%	4%	6%	4%	-4%	-49%[inhibitor]
COc1ccc(-c2ccc3c(N)c(C(=O)c4cccc(OC)c4)sc3n2)cc1
    -5%	-5%	-8%	?	?	0%	8%	-98%[inhibitor]
C=CCn1c(CSCc2ccc(C)cc2)nnc1SCC(=O)NCc1ccccc1
    5%	2%	3%	-7%	-19%	6%	3%	2%
Cc1ccccc1N1CCN(c2ncnc3scc(-c4cccs4)c23)CC1
    -5%	0%	-3%	-8%	?	-6%	5%	-32%
CC(=O)N1CCC2(CC1)C(C#N)=C(N)Oc1n[nH]c(CSc3ccc(C)cc3)c12
    -18%	-8%	-4%	-12%	?	1%	0%	-1%[0.074 µM]
C#CCSc1nnc(-c2ccccc2)c(=O)[nH]1
    2%	-9%	-3%	-5%	-7%	1%	-3%	3%
CC1CCN(CC(=O)Nc2ccc(Cl)cc2[N+](=O)[O-])CC1
    -2%	-1%	2%	-12%	-7%	6%	-8%	15%
Cc1ccc2nc(NC(=O)COC(=O)c3ccncc3)sc2c1
    -8%	-1%	1%	-17%	-14%	3%	-4%	?
CCCNC(=O)NC(=O)CSc1nc2ccccc2n1CC(C)C
    -6%	?	-5%	-7%	-26%	3%	0%	6%[10 µM]
O=C(CSc1nc2c(sc3ccccc32)c(=O)n1CCO)NCC1CCCO1 (stereo not drawn)
    4%	-13%	-2%	0%	4%	-5%	-2%	14%
Cn1cccc1C(=O)NC(=O)COC(=O)c1ccccc1Sc1ccccc1C#N
    -5%	-7%	0%	-23%	4%	18%	?	2%
Cc1cccc(-n2ccnc2SCC(=O)Nc2nccs2)c1C
    4%	-9%	4%	-18%	?	6%	-1%	21%
COc1ccc(C(=O)CC(c2ccccc2)C2C(=O)CCCC2=O)cc1 (stereo not drawn)
    6%	-5%	-4%	-6%	-18%	5%	-5%	17%
C=CCSc1nc2c(c(C3CC=CCC3)c1C#N)CCC2 (stereo not drawn)
    -4%	-12%	7%	-14%	-19%	5%	-12%	11%[1.9 µM]
Cc1ccc(S(=O)(=O)N2CCC(=O)N(C(COCc3cccc(C(F)(F)F)c3)Cc3ccccc3)CC2)cc1 (stereo not drawn)
    -9%	-3%	-7%	-17%	-17%	-4%	-1%	.
COc1ccc(OCCNS(=O)(=O)c2cccc([N+](=O)[O-])c2)cc1
    -7%	2%	9%	-13%	-10%	10%	-6%	-4%[10 µM]
COC(=O)c1ccc(-n2cc(-c3ccc(OC)cc3)[nH]c2=S)cc1
    1%	-1%	3%	-21%	?	-1%	5%	.
O=C1C2C(C(=O)N1c1nccs1)C1C=CC2C12CC2 (stereo not drawn)
    27%	8%	3%	13%	8%	0%	4%	19%
COc1cc(CC(=O)Nc2ccccc2N2CCCCC2)cc(OC)c1OC
    0%	1%	-7%	-11%	-9%	1%	7%	3%
O=C(O)c1ccc2c3c(ncnc13)-c1ccccc1C2=O
    -3%	-2%	0%	-8%	?	1%	-3%	-67%[inhibitor]
CC1CCCC(NCC(=O)Nc2ccc(C(N)=O)cc2)C1C (stereo not drawn)
    0%	?	-16%	-4%	-4%	5%	14%	-23%
CCOC(=O)c1ccc2c(c1)nc(SCC(=O)c1ccco1)n2CC
    4%	-2%	-7%	-14%	?	-1%	4%	-8%
O=C(Nc1ccc(C(F)(F)F)cc1)c1ccccc1Br
    9%	-6%	3%	-19%	-14%	3%	-9%	-19%
Cc1cc(=O)[nH]c(SCC(=O)c2ccc(C)c(C)c2)n1
    -2%	-2%	1%	-7%	-17%	6%	-6%	1%
O=C(O)c1cccc(-n2nnnc2SCc2ccccn2)c1
    -2%	-4%	-3%	1%	0%	9%	3%	-3%
